Assay outcomes deposited in PubChem BioAssay by National Center for Advancing Translational Sciences (NCATS).
ELG1 genotoxic: qHTS screen for small molecules that induce genotoxicity in human embryonic kidney (HEK293T) cells expressing luciferase-tagged ELG1; HEK293T ELG1-luciferase reporter, luminescence, 16 h; Potency, µM (top dose mostly 46 µM), without a hit: top-dose activity change, positive = activation, hits mostly activators; 1.3% of 330,000 active; also: % of control where 0% means no effect; nearly all actives have a fitted effect of over 60% in size
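HEK293T cells expressing luciferase-tagged ELG1 were exposed to compound or DMSO vehicle for 16 hr at 37 °C and 5% CO2. Luciferase activity was then measured with ONE-Glo after 30 min at room temperature.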
RORg inh: qHTS for inhibitors of ROR gamma transcriptional activity. AID 2551, 2010. Potency, µM (titrated, usually from 53.6 µM), without a hit: top-dose activity change, negative = inhibition, usual class: inhibitors. 5.4% of 310,000 active. Nuclear receptor ROR-gamma (Mus musculus), P51450. Drosophila S2 Gal4-RORgamma UAS-luciferase reporter, 20 h; also: % is scaled to controls: 0 for no effect and ±100 for the full control effect; nearly all actives have a fitted effect of over 60% in size
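Read-out: Photinus luciferase luminescence; inhibitors lower reporter signal. Insect Schneider cells with Gal4-ROR gamma fusion under metallothionein promoter, UAS reporter; 700 uM final copper sulfate induction, 20 hr, ambient temperature.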
CXXC DNA block: qHTS Fluorescence Polarization Assay for Inhibitors of MLL CXXC domain - DNA interaction | Histone-lysine N-methyltransferase 2A (Homo sapiens), Q03164 | MLL-CXXC / FITC-HOXA9 DNA fluorescence polarization | Potency, µM (doses to about 115 µM), without a hit: at the highest dose activity change, negative = inhibition, hits mostly inhibitors | 0.037% of 290,000 active | AID 2662, 2010; active = well fitted inhibition curve with a large enough effect in the polarisation, with a control signal flat, not every such curve was filed as active; inconclusive = small, poorly fitted or top-dose-only effect, or effect the other way, or a change in a side signal; inactive = no such curve, though single readings can be large or run the other way; the % refers to the polarisation
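Steps: dispense CXXC domain solution (7 uM) → pin compounds or unlabeled HOX-A9 DNA control → 5 min ambient → add FLSN-HOX-A9 solution (50 nM) → spin → 30 min ambient → fluorescence polarization. Tris pH 7.5/NaCl/DTT/BSA buffer.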
NPC1 prom act: qHTS Assay for NPC1 Promoter Activators; Huh7 NPC1 promoter luciferase reporter, 24 h; Potency, µM (titrated, usually from 9.22 µM), for inactives: top-dose activation, actives largely listed as activators; 2.4% of 320,000 active; AID 485313, 2010;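 also: % of control where 0% means no effect; nearly all actives have a fitted effect of over 60% in size; reporter is driven by a mutant NPC1 promoter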
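Compounds in DMSO were transferred onto Huh7 NPC1-luciferase reporter cells pre-incubated 2 h; after 24 h at 37 °C, Amplite reagent was dispensed and luminescence recorded 10 min later.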
uPA surface inh: qHTS for Inhibitors of Cell Surface uPA Generation | cell surface uPA generation assay, qHTS | Potency, µM (series often up to 38.3 µM), for inactives: top-dose activity change, negative = inhibition, hits mostly inhibitors | 0.31% of 330,000 active; active = well fitted inhibition curve with a large enough effect; inconclusive = small, poorly fitted or top-dose-only effect; inactive = no such curve, though single readings can be large or run the other way; tested in mouse RAW 264.7 cells; also: % is scaled to controls: 0 for no effect and ±100 for the full control effect; nearly all actives have a fitted effect of over 55% in size
p53 reactivation: qHTS assay for re-activators of p53 using a Luc reporter | H1299 p53-A138V BP100-luciferase reporter, luminescence, 24 h | Potency, µM (titrated, usually from 92.2 µM), for inactives: top-dose activity change, positive = activation, hits mostly activators | 0.063% of 320,000 active; also: % of control where 0% means no effect; nearly all actives have a fitted effect of over 45% in size
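p53-null H1299 cells stably carrying temperature-sensitive p53-A138V and a BP100-luciferase reporter were pinned with compounds (4-point, 1:5 series) and held 24 hrs at 37 deg C. Luminescence was read 10 min after detection reagent.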
Gal4-VP16 FLuc: VP16 counterscreen qHTS for inhibitors of ROR gamma transcriptional activity | Drosophila S2 Gal4-VP16 UAS-luciferase, luminescence, 20 h | Potency, µM (series often up to 53.6 µM), for inactives: top-dose activity, negative = inhibition, usual class: inhibitors | 3.5% of 310,000 active | AID 2546, 2010;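 also: Gal4-VP16 expression switched on by copper sulfate through the metallothionein promoter; % is scaled to controls: 0 for no effect and ±100 for the full control effect; nearly all actives have a fitted effect of over 50% in size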
BRCA1 expr up: qHTS Assay to Identify Small Molecule Activators of BRCA1 Expression; MCF7-BRCA1-FFLuc reporter, luminescence, 48 h; response scale: scaled: vehicle 0%, 10 µM genistein 100%; Potency, µM (series often up to 46.1 µM), for inactives: at the top dose activation, actives largely listed as activators; 1.1% of 380,000 active; also: nearly all actives have a fitted effect of over 80% in size; some results filed as inactive show a strong effect at the top dose
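Quantitative HTS in MCF7 cells stably reporting BRCA1 expression via firefly luciferase. Compound treatment lasts 48 h at 37 °C in phenol-red free MEM. Activation is expressed relative to genistein at 10 microM and DMSO.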
MBNL1-CUG inh: qHTS Assay for Inhibitors of MBNL1-poly(CUG) RNA binding; Muscleblind-like protein 1 (Homo sapiens), Q9NR56; TR-FRET MBNL1-His/biotin-(CUG)12 binding, 665/545 ratio; Potency, µM (top dose mostly 57.5 µM), for the others: at the top dose activity change, negative = inhibition, actives largely listed as inhibitors; 0.036% of 280,000 active; AID 2675, 2010; active = well fitted inhibition curve with a large enough effect in the signal ratio, with a control signal flat, not every such curve was filed as active; inconclusive = small, poorly fitted or top-dose-only effect, or effect the other way, or a change in a side signal; inactive = no such curve, though single readings can be large or run the other way; the % refers to the signal ratio; also: % is scaled to controls: 0 for no effect and ±100 for the full control effect
Target sequence (Q9NR56 whole entry, looked up): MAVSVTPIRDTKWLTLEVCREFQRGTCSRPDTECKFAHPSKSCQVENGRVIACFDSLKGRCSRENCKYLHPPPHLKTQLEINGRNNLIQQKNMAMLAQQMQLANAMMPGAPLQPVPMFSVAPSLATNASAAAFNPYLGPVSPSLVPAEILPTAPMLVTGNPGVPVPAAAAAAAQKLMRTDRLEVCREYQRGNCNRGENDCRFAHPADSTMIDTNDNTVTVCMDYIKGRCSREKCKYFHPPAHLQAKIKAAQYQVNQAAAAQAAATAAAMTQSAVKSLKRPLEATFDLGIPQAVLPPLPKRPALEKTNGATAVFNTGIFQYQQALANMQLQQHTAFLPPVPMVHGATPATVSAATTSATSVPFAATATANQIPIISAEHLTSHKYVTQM
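MBNL1-His + Biotin-(CUG)12, cpd titration 92 nM–58 uM; Tb anti-His Ab 0.055 ng/ul, SA-XL665 5 nM (final); 60 min RT; ratiometric 665/545 nm, Ex 340 nm; normalized to buffer and full-complex controls.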
Rab9 promoter act: qHTS Assay for Rab9 Promoter Activators; Huh7 Rab9 promoter-luciferase reporter, luminescence, 24 h; Potency, µM (titrated, usually from 9.22 µM), for the others: at the highest dose activation, negative = inhibition, most hits filed as activators; 2.8% of 320,000 active; AID 485297, 2010; also: % of control where 0% means no effect; nearly all actives have a fitted effect of over 60% in size
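Huh7 cells stably carrying a Rab9 promoter-luciferase reporter, 1500 cells per well in OP-MEM I with 10% FBS, treated with compound 24 hours at 37C. Luciferase activity read by luminescence after 10 minutes with Amplite reagent.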
FLuc counter: qHTS profiling assay for firefly luciferase inhibitor/activator using purifed enzyme and Km concentrations of substrates (counterscreen for miR-21 project); purified FLuc, Km substrates, luminescence inhibition; AID 588342, 2011; Luciferin 4-monooxygenase (Photinus pyralis), P08659; Potency, µM (highest dose often 57.5 µM), for the others: top-dose activity change, negative = inhibition, most hits filed as inhibitors; 6.9% of 360,000 active;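 also: plate controls were vehicle for no effect and reference inhibitor for full effect; nearly all actives have a fitted effect of over 55% in size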
Target sequence (P08659 whole entry, looked up): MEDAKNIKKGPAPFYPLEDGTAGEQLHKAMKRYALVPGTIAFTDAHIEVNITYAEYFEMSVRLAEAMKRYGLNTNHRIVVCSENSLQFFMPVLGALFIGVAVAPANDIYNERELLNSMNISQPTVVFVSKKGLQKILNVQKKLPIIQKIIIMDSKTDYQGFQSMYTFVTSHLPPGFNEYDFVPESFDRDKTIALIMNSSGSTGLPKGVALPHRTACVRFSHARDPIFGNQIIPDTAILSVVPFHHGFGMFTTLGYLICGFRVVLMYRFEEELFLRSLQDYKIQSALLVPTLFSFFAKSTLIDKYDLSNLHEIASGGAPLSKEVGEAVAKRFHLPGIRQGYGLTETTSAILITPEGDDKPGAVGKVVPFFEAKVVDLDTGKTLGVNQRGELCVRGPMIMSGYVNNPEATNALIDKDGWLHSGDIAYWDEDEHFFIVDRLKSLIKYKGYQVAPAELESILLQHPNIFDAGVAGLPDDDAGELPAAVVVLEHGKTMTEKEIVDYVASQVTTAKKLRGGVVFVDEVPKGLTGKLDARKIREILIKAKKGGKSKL
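Purified P. pyralis luciferase, 10 nM final, with Km-level 10 uM D-luciferin and 10 uM ATP in 50 mM Tris acetate pH 7.5, 10 mM Mg acetate, 0.01% Tween-20, 0.05% BSA; 6-point qHTS titration about 60 µM downward; luminescence read.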
Numbers without * were called inactive; ? = inconclusive; nt = no result given; [ ] = remark or other dose. Unless noted, calls follow the shape of the dose curve; as a rule, active = well fitted curve in the direction sought with a large enough effect; inconclusive = small, poorly fitted or top-dose-only effect, or another doubt; inactive = no such curve, though single readings can be large; an effect the other way counts as inactive or inconclusive. Potency is read from the fitted curve at half-maximal effect. The list is partial (hit frequency here may not be typical).

Compound	ELG1 genotoxic	RORg inh	CXXC DNA block	NPC1 prom act	uPA surface inh	p53 reactivation	Gal4-VP16 FLuc	BRCA1 expr up	MBNL1-CUG inh	Rab9 promoter act	FLuc counter
COc1ccc2c(c1)-c1c(ssc1=S)C(C)(C)N2	-12%	-22%	-5%	8%	7%	-24%	-18%	2%	?	1%	-23%
CC1=Nc2ccc(C)cc2/C1=C/c1c(N)n2c(S(=O)(=O)C(C)C)nsc2nc1=O	-3%	26%	-1%	1%	2%	0%	8%	-24%	?	3%	?
C=CCn1cccc(C(=O)Nc2ccc(SC)cc2)c1=O	7%	43%	6%	?	-8%	10%	12%	58%	0%	4µM*	12µM*
Cc1ccccc1N(C(=O)Cn1nnc(-c2cccs2)n1)C(C(=O)NCCC(C)C)c1ccco1 (configuration not stated)	-12%	33%	8%	-9%	-5%	-6%	2%	-64%	-2%	-4%	6%
Cc1ccccc1NC(=O)CSc1cn[nH]n1	2%	-4%	23%	1%	-6%	15%	-3%	3%	-5%	11%	2%
CCCCn1c(CCC(=O)O)nc2cc(S(=O)(=O)N(C)C)ccc21	3%	-4%	10%	-2%	-4%	0%	-5%	-6%	-5%	11%	3%
O=C(N/C(=C\c1ccco1)C(=O)N1CCOCC1)c1ccco1	0%	-21%	-4%	-4%	-6%	-1%	-4%	-17%	7%	-8%	-4%
O=C(Cc1ccc(S(=O)(=O)N2CCOCC2)s1)N1CCN(c2cccc(C(F)(F)F)c2)CC1	-18%	45%	1%	-1%	-7%	-18%	?	-24%	-2%	1%	1%
O=C(C(Cc1ccccc1)n1cccc1)N1CCCCC1 (configuration not stated)	-1%	12%	-4%	-2%	0%	0%	-8%	4%	9%	5%	1%
COC(=O)c1[nH]c(C)c(/C(O)=C2\C(=O)C(=O)N(CCN(C)C)C2c2ccco2)c1C (configuration not stated)	-3%	5%	2%	-1%	6%	1%	2%	2%	9%	-2%	?
Cc1cc(S(=O)(=O)NC2CCCC2)ccc1F	0%	-28%	6%	4%	-3%	2%	-7%	-18%	1%	1%	4%
CC(C)(C)C1=C[C@@H](CO)C[C@@H](CO)C1	2%	7%	-1%	-1%	0%	0%	2%	-5%	-6%	1%	0%
Cc1ccsc1C(=O)NC1CCCN(Cc2ccc(Cl)cc2)C1 (configuration not stated)	-7%	28%	-14%	-2%	-4%	-7%	-3%	-31%	-6%	-8%	-1%
Cc1cc2cc(CNC(=O)Nc3ccccc3)ccc2[nH]1	?	16%	3%	?	11%	15%	-10%	11µM*	-9%	?	19µM*
O=C(Nc1ccccc1)N1CCn2c1nc1ccccc12	2%	30%	8%	7%	6%	8%	0%	-60%	-2%	-5%	?
CC1=C(C(=O)Nc2ccccc2)C(c2coc3ccccc3c2=O)C2=C(CCCC2=O)N1 (configuration not stated)	0%	0%	16%	1%	-3%	-22%	-3%	-47%	8%	12%	3%
CCCC(=O)NC(=S)Nc1ccccc1C(F)(F)F	nt	7.9µM*	-4%	nt	3%	nt	?	-70%	-7%	nt	3%
Cn1nccc1C(=O)Oc1ccc(/C=N/NC(=O)c2ccccc2O)cc1	2%	?	14%	-1%	0%	21%	?	31%	11%	9%	17µM*
ClC1(Cl)CC1CSc1nnc(-c2ccncc2)o1 (configuration not stated)	-10%	32%	9%	?	-11%	nt	23%	?	-4%	28%	-17%
CC(C)Oc1ccc(/C(O)=C2/C(=O)C(=O)N(CCN(C)C)C2c2cccs2)cc1 (configuration not stated)	10%	-20%	0%	9%	0%	?	29%	34%	?	12%	-15%
Nc1nc(-c2ccc(Cl)cc2)nc(-c2ccc(Cl)cc2)n1	?	2%	-3%	1%	4%	4%	0%	-53%	-5%	-6%	0%
CCCn1c(SCC(=O)NCCc2ccccc2)nnc1-c1cccnc1	0%	2%	-7%	1%	-3%	5%	-4%	0%	-5%	2%	-1%
O=C(O)CC(NC(=O)Cc1ccc(Cl)cc1)c1ccco1 (configuration not stated)	0%	22%	-7%	0%	-6%	-1%	-9%	18%	1%	0%	-9%
CCOc1cc2[nH]c(=O)n(CCCN3CCCC3=O)c(=O)c2cc1OCC	2%	-5%	-8%	2%	3%	8%	0%	0%	8%	4%	5%
CSc1ccc(CN2CCN(CCC(C)C)C(CCO)C2)cc1 (configuration not stated)	-3%	-20%	2%	0%	-8%	2%	2%	-4%	-12%	-2%	1%
O=C(Nc1ccc2c(c1)OCCO2)N1CCOCC1	15%	12%	1%	15%	-5%	23%	?	?	nt	26%	-9%
CCCn1c2c(c(O)c(C(=O)Nc3nccs3)c1=O)CCCC2	0%	-9%	-8%	8%	2%	-2%	-1%	-67%	11%	2%	-2%
COC(=O)c1cc2c(=O)c3ccccc3oc2nc1/C=C/N(C)C	-2%	-41%	?	-3%	-3%	2%	-30%	7%	?	0%	?
CCC(C)(NC(=O)Cc1c[nH]c2ccccc12)C(=O)NC1CCCCC1 (configuration not stated)	1%	20%	-3%	-3%	3%	0%	-7%	-22%	-15%	0%	0%
CC(=O)Nc1c(C(=O)O)[nH]c2ccccc12	-6%	3%	5%	-3%	2%	?	5%	9%	11%	1%	1%
CCOCCCNc1nc(=S)[nH]c2cc(OC)c(OC)cc12	0%	?	-8%	-5%	-3%	-1%	-13%	-24%	15%	-8%	-1%
O=C(Nc1ccc(-c2n[nH]c(=S)o2)cc1)c1ccccc1	8%	-27%	23%	10%	6%	0%	-2%	53%	0%	7%	8.5µM*
COc1cc(C(=O)NCCN2CCOCC2)cc(OC)c1OC	-2%	-23%	-6%	-1%	-4%	4%	-2%	4%	1%	-5%	5%
Nc1nnnn1/N=C/c1ccccc1	1%	1%	-3%	0%	-2%	4%	-6%	38%	14%	-5%	4%
O=C(CSc1nnc(COc2ccccc2)o1)NCCc1ccccc1	1%	-17%	0%	-3%	4%	8%	0%	6%	4%	5%	0%
CC(NC(=O)CN1C(=O)NC2(CCCCCC2)C1=O)c1ccccc1 (configuration not stated)	3%	nt	nt	1%	3%	?	nt	-17%	nt	-3%	nt
Cn1c(SCC(=O)N/N=C/c2ccc([N+](=O)[O-])s2)nnc1-c1ccccc1	0%	11µM*	18%	-9%	-13%	-29%	20µM*	-79%	?	-13%	-19%
O=S(=O)(c1cccnc1)N1CCn2cccc2C1c1ccccc1F (configuration not stated)	?	nt	nt	-3%	2%	-3%	nt	3%	nt	3%	1%
CC(=O)N1CCN(c2ccccc2NC(=O)COc2ccc(Br)cc2)CC1	-10%	2%	-6%	-3%	nt	-2%	-6%	-26%	-5%	-1%	3%
O=C(c1ccccc1)N1CCSc2sccc2C1=O	-12%	?	-1%	?	-27%	-12%	-4%	-69%	36%[activator]	?	24µM*
COc1ccc(/C(N)=N/OC(=O)C2CCCCC2)cc1OC	-1%	21%	0%	?	0%	-5%	-17%	2.8µM*	0%	?	?
Cc1ccc(N2C(=O)c3ccc(C(=O)N4CCN(c5ccc(C)c(C)c5)CC4)cc3C2=O)cc1	6%	20%	1%	-3%	1%	-1%	-8%	-1%	-5%	0%	-2%
C=CCSc1nc2sc3c(c2c(=O)[nH]1)CC(C)(CC)OC3 (configuration not stated)	0%	0%	1%	-3%	4%	0%	-7%	-3%	3%	-9%	-1%
O=C1c2ccccc2C(=O)N1c1cccc2cccnc12	-1%	-12%	9%	0%	7%	-2%	-1%	-2%	-7%	3%	6%
Cc1ccccc1NC(=S)N(Cc1cccs1)C1CCCCC1	-4%	13µM*	3%	-2%	-4%	1%	4%	-12%	3%	-3%	-2%
CN(Cc1ccccc1F)c1ccc(S(=O)(=O)N2CCCC2)cn1	-2%	41%	-12%	-8%	0%	-2%	?	-17%	-12%	-3%	-9%
